Source: PubChem BioAssay (several laboratories)
NR1D1 modulator: modulates human Rev-erb alpha binding to DNA; Rev-erbα–FITC-DNA binding, fluorescence polarization, 90 min; AID 1259318; activity, % at 10 µM; 0.79% of 370,000 active;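 active means activity above about 14%, limit read from the data; passing the limit was not always enough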;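 further: 0% = DMSO wells with 35 nM protein and 100% = DMSO wells with 750 nM protein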
proKLK7 act: activates the human kallikrein-7 zymogen | AID 652039 | purified proKLK7, EDANS-DABCYL substrate fluorescence; 100% is mature enzyme control, 0% vehicle | P49862 | activation, % at 7 µM | 0.9% of 370,000 active;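 active means activation above the mean of all tested compounds plus 3 SD, computed per campaign excluding outliers beyond control limits, cut at about 13% in these data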
UHRF1 binding: blocks human UHRF1 binding to methylated DNA; UHRF1 binding to methylated oligo, TR-FRET; 0.75% of 370,000 active; inhibition, % at 4.4 µM; in the data active means inhibition above about 21%;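 further: UHRF1 SRA domain binding a hemimethylated CpG hairpin DNA probe; 0% = median of test compound wells and 100% = reference inhibitor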
ASAP1 inh: ASAP1 ArfGAP inhibition | Q9ULH1 | ASAP1-stimulated ARF1 GTP hydrolysis, GDP FP detection | inhibition, % at 16.5 µM | 0.19% of 360,000 active | AID 624377; in the data active means inhibition above about 25%;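 further: 0% = vehicle with enzyme and substrate and 100% = no enzyme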
Target sequence (Q9ULH1 325-724 limits assumed): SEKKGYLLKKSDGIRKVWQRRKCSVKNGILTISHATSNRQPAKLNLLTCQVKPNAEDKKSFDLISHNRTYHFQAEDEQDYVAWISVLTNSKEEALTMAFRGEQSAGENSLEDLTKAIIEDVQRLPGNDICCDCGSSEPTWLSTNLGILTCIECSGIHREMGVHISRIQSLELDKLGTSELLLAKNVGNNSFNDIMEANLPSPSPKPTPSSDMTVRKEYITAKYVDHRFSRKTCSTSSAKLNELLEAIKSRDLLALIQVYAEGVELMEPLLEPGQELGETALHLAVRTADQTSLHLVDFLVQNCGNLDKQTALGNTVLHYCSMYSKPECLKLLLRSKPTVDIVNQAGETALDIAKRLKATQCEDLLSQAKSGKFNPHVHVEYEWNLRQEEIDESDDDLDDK
DDE Tn7 FP inh: inhibitors of Tn7 peptide binding to human fibrin DD(E); FP displacement of FITC-Tn7 peptide from fibrin DD(E); 0% = median of compound wells per plate; 0.13% of 370,000 active; inhibition, % at 8.3 µM; AID 720508; P02675;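 active means inhibition above the mean of compounds falling within the control limits plus 3 SD of them, cut at about 14% in these data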;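 further: 0% = plate median of compound wells and 100% = 10 µM Aha-Tn7 peptide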
Target sequence (P02675 whole entry, looked up): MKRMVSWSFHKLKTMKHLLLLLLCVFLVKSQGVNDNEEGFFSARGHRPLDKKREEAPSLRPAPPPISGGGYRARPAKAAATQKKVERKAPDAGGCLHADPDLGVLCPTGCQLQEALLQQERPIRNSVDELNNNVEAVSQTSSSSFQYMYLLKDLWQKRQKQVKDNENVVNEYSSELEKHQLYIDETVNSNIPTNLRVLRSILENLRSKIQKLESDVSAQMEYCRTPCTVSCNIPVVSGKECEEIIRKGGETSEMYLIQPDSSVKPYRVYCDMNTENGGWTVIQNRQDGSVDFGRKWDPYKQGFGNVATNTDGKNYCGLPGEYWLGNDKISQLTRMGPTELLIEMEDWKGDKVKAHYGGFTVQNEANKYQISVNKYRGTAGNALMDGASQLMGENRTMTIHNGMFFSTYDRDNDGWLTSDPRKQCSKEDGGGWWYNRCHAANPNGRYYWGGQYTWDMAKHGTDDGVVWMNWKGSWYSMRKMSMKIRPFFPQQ
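System: human fibrin DD(E); quantity: Fibrin-DD(E) at 2 µM final; also added: fluorescent Tn7 probe at 0.1 µM; compound dosing: single nominal test concentration of 8.3 µM per compound; schedule: 10 min preincubation, 3 h with tracer, room temperature; detection: fluorescence polarization of the labelled Tn7 tracer; repeats: one replicate per compound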
PLC-beta3 inh: inhibitors of human phospholipase C beta3. Q01970. Purified PLC-beta3, fluorogenic substrate, fluorescence. inhibition, % at 12.2 µM. 0.18% of 370,000 active; in the data active means inhibition above about 11%;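 further: 0% = median of compound wells on plate and 100% = full blocker control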
ARFGAP1 inh: inhibitors of rat ARFGAP1. inhibition, % at 16.5 µM. Arfgap1-stimulated ARF1 GTP hydrolysis, GDP FP detection. 0.26% of 360,000 active. Q62848. AID 651572;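 active means inhibition above a per-plate limit, mean inhibition of low control wells plus 3 SD, cut at about 25% in these data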;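 further: 0% = DMSO wells with enzyme and 100% = wells lacking Arfgap1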
Target sequence (Q62848 1-136 limits assumed): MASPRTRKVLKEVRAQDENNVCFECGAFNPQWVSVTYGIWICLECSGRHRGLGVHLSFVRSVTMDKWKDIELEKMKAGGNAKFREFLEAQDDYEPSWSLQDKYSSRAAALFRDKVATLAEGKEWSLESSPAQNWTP
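system = rat Arfgap1 catalytic domain, aa 1-136 | technique = FP, GDP Alexa 633 tracer displaced from anti-GDP antibody, 620/688 nm | compound = one concentration, 16.5 µM, DMSO 1.26% | medium = HEPES-based buffer, pH 7.5 | timing = compound-enzyme preincubation 20 min, reaction 120 min, detection 60 min, 25 °C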
DDE Tn6 FP inh: DD(E)-Tn6 binding inhibition, primary FP screen; P02675; Fibrin DD(E) TRITC-Tn6 fluorescence polarization displacement; inhibition, % at 8.3 µM; 0.21% of 370,000 active;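 active means inhibition above a per-campaign cutoff: mean of compounds within control limits plus 3 SD, cut at about 15% in these data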;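 further: 0% = median of all compound wells on the plate and 100% = blocking peptide control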
sPLA2-III inh: Blocks human group III sPLA2 activity; QFRET BODIPY PC-A2 liposome hydrolysis, fluorescence; 0.56% of 370,000 active; inhibition, % at 12.2 µM; Q9NZ20;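 active means inhibition above mean plus 3 SD of compounds lying within the high and low control bounds, cut at about 19% in these data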;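 further: 0% = median of test compound wells and 100% = no enzyme DMSO wells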
PLC-gamma1 inh: PLC-gamma1 (human) inhibition, primary screen | P19174 | purified PLC-gamma1, fluorogenic substrate, fluorescence | inhibition, % at 12.2 µM | 0.84% of 370,000 active; in the data active means inhibition above about 9.5%
* hit, by the source's call.

The line under a structure holds: NR1D1 modulator | proKLK7 act | UHRF1 binding | ASAP1 inh | DDE Tn7 FP inh | PLC-beta3 inh | ARFGAP1 inh | DDE Tn6 FP inh | sPLA2-III inh | PLC-gamma1 inh
O=C(Cn1cnc2c(nnn2Cc2ccccc2F)c1=O)NCC1CCCO1 (stereo not drawn)
  0 | -0.1 | 1 | -10 | 2 | 2 | -5 | 0 | 1 | 5
CC1(C)CC(C(CCN(Cc2ccccc2)C(=O)c2ccco2)c2ccc(F)cc2)CCO1 (stereo not drawn)
  8 | 0.2 | 2 | -13 | -3 | -2 | -1 | -3 | 1 | 4
Cc1noc(C)c1C(=O)N1CCN(Cc2ccc3c(c2)OCO3)CC1
  0 | -0.1 | -2 | 6 | 1 | 1 | 14 | -6 | 4 | 1
CCS(=O)(=O)c1nc(S(=O)(=O)c2ccc(Cl)cc2)c(N2CCc3ccccc3C2)s1
  10 | 0.5 | -1 | 15 | 0 | 0 | 11 | -3 | 3 | 5
O=C(NCCCn1ccnc1)/C(=C/c1ccco1)NC(=O)c1ccccc1
  -5 | 0.0 | -3 | -17 | 3 | -4 | 3 | 7 | 5 | -4
CCC(c1ccccc1)c1nc(-c2ccccn2)no1 (stereo not drawn)
  4 | -0.6 | 0 | -18 | -6 | 1 | -7 | -1 | -7 | -2
CN1CCN(CC(O)COc2ccc(Cl)cc2)CC1 (stereo not drawn)
  -2 | 0.1 | 2 | -15 | 1 | -1 | -4 | 3 | -1 | 0
O=C(C1CC1)N1c2ccccc2Sc2ccccc21
  6 | 0.0 | -3 | -7 | 4 | -5 | 0 | -8 | -4 | -1
COc1ccccc1C(=O)N1CCN(C(=O)[C@H](CCc2ccccc2)NC(=O)[C@H]2O[C@@H](n3cnc4c(N)ncnc43)[C@H](O)[C@@H]2O)CC1
  -4 | 0.5 | -1 | -8 | -1 | 4 | 4 | -7 | 8 | -1
C=C1CCN(C(C(=O)OC)C(C)C)S(=O)(=O)c2ccccc21 (stereo not drawn)
  2 | -0.2 | -2 | -1 | 2 | 5 | -7 | 1 | -1 | 2
Brc1ccc(Sc2cnc3ccccc3n2)cc1
  49* | -0.8 | -1 | 2 | 0 | 1 | 10 | -8 | -1 | 0
Cc1cccc(-c2nc(C#N)c(NCC3CCCO3)o2)c1 (stereo not drawn)
  2 | -0.4 | 0 | 4 | 4 | -106 | 2 | 1 | 12 | -107
CC(=O)N1CCN(c2nc3ccc(Br)cc3s2)CC1
  -5 | 0.3 | 10 | -4 | -1 | -4 | 12 | 1 | 1 | 2
Cc1ccccc1OCc1nc2ccccc2c(=O)n1/N=C/c1cn[nH]c1-c1ccccc1
  8 | 0.4 | 2 | 8 | -5 | -4 | 13 | 5 | 4 | 1
CCOC(=O)c1ccc(S(=O)(=O)N2CCC(C(=O)O)CC2)cc1
  4 | -0.5 | -2 | 11 | 1 | 0 | -7 | 3 | -2 | 1

Filtered by structure: the entries above with nitrogen in an aromatic ring.
The line under a structure holds: NR1D1 modulator | proKLK7 act | UHRF1 binding | ASAP1 inh | DDE Tn7 FP inh | PLC-beta3 inh | ARFGAP1 inh | DDE Tn6 FP inh | sPLA2-III inh | PLC-gamma1 inh
O=C(Cn1cnc2c(nnn2Cc2ccccc2F)c1=O)NCC1CCCO1 (stereo not drawn)
  0 | -0.1 | 1 | -10 | 2 | 2 | -5 | 0 | 1 | 5
Cc1noc(C)c1C(=O)N1CCN(Cc2ccc3c(c2)OCO3)CC1
  0 | -0.1 | -2 | 6 | 1 | 1 | 14 | -6 | 4 | 1
CCS(=O)(=O)c1nc(S(=O)(=O)c2ccc(Cl)cc2)c(N2CCc3ccccc3C2)s1
  10 | 0.5 | -1 | 15 | 0 | 0 | 11 | -3 | 3 | 5
O=C(NCCCn1ccnc1)/C(=C/c1ccco1)NC(=O)c1ccccc1
  -5 | 0.0 | -3 | -17 | 3 | -4 | 3 | 7 | 5 | -4
CCC(c1ccccc1)c1nc(-c2ccccn2)no1 (stereo not drawn)
  4 | -0.6 | 0 | -18 | -6 | 1 | -7 | -1 | -7 | -2
COc1ccccc1C(=O)N1CCN(C(=O)[C@H](CCc2ccccc2)NC(=O)[C@H]2O[C@@H](n3cnc4c(N)ncnc43)[C@H](O)[C@@H]2O)CC1
  -4 | 0.5 | -1 | -8 | -1 | 4 | 4 | -7 | 8 | -1
Brc1ccc(Sc2cnc3ccccc3n2)cc1
  49* | -0.8 | -1 | 2 | 0 | 1 | 10 | -8 | -1 | 0
Cc1cccc(-c2nc(C#N)c(NCC3CCCO3)o2)c1 (stereo not drawn)
  2 | -0.4 | 0 | 4 | 4 | -106 | 2 | 1 | 12 | -107
CC(=O)N1CCN(c2nc3ccc(Br)cc3s2)CC1
  -5 | 0.3 | 10 | -4 | -1 | -4 | 12 | 1 | 1 | 2
Cc1ccccc1OCc1nc2ccccc2c(=O)n1/N=C/c1cn[nH]c1-c1ccccc1
  8 | 0.4 | 2 | 8 | -5 | -4 | 13 | 5 | 4 | 1

New compounds follow:
The line under a structure holds: NR1D1 modulator | proKLK7 act | UHRF1 binding | ASAP1 inh | DDE Tn7 FP inh | PLC-beta3 inh | ARFGAP1 inh | DDE Tn6 FP inh | sPLA2-III inh | PLC-gamma1 inh
Cc1ccc(OCC(=O)Nc2ccc(S(=O)(=O)N3CCN(C)CC3)cc2)cc1
  8 | -0.1 | 46* | -4 | 1 | 4 | 12 | -2 | -7 | 0
C/C(=N\N=C1\NC(=O)CC(C(=O)O)S1)c1cccs1 (stereo not drawn)
  1 | 0.1 | 2 | -8 | -1 | 2 | 5 | -11 | 6 | 4
CCN(CC)CCNc1ncnc2c1sc1nc(N3CCCC3)c3c(c12)CC(C)(C)OC3
  2 | 0.1 | 23* | -8 | -2 | -411 | -7 | -3 | -9 | -253
COCCn1c(Sc2nc(C)cs2)nc2c1c(=O)[nH]c(=O)n2C
  0 | 0.8 | 1 | 5 | -4 | 3 | 12 | 5 | 7 | 0
O=C(NN=Cc1ccc(N2CCOCC2)cc1)c1cc2ccccc2cc1O
  2 | -1.1 | 0 | -11 | -6 | -219 | -4 | 8 | -14 | -136
COc1ccc(NC(=O)NC2CCCc3ccccc32)c(OC)c1 (stereo not drawn)
  -1 | -0.1 | 4 | 4 | -1 | -2 | 15 | 2 | 6 | 9
O=C(/C=C/c1c(Cl)cccc1Cl)N1CCN(c2ncccn2)CC1
  8 | 0.0 | 3 | 2 | -1 | -4 | 15 | -9 | 3 | 3
Cc1cc(=O)oc(C)c1C(=O)NC1CC(C)(C)NC(C)(C)C1
  -4 | -0.3 | -1 | 17 | 4 | 0 | -5 | 5 | 0 | 0
COc1ccc(C2C(C(=O)c3ccco3)=C(O)C(=O)N2CCN2CCOCC2)cc1 (stereo not drawn)
  4 | -0.4 | -4 | -8 | -4 | -10 | 2 | 5 | -4 | -3
Cc1csc(SCC(=O)NC(=O)Cc2ccccc2)n1
  -3 | -0.1 | 4 | 7 | -1 | 2 | -2 | -3 | 1 | 6
O=c1cc(O)c2sc(Nc3ccc(F)c(Cl)c3)nc2[nH]1
  -3 | -0.6 | 2 | 1 | 0 | -10 | 0 | -1 | -2 | -11
Cc1ccc(S(=O)(=O)N2CCC(C(=O)C3C(=O)CC(C)(C)CC3=O)CC2)cc1
  -4 | -23 | 1 | 2 | -5 | 2 | -9 | -2 | 4 | 5
COc1ccc2[nH]cc(CCNC(=O)CCC3CCCCC3)c2c1
  2 | 0.9 | -2 | -8 | -4 | -11 | 6 | -7 | -35 | -3
CC1(C)C(=O)OC(/C=C/c2cccc([N+](=O)[O-])c2)C(C)(C)C1=O (stereo not drawn)
  1 | -0.1 | 2 | 2 | -9 | -1 | 4 | -9 | -4 | 1
CCCNC(=O)/C=C/C(=O)O
  0 | -0.1 | 2 | -1 | -7 | 1 | 4 | 7 | 0 | 1
CNC(=S)NNC(=O)c1sc2cc(C(F)(F)F)cnc2c1-c1cccnc1
  -3 | 14* | -1 | 5 | -3 | -108 | 1 | 4 | 15 | -84
c1ccc(COc2cccc(CN3CCc4ccccc4C3)c2)cc1
  2 | 0.5 | -1 | -8 | 1 | -1 | -3 | 6 | 2 | 1
COc1c(C)cc(S(=O)(=O)NCCN2CCOCC2)c(C)c1C
  -2 | -0.2 | -1 | 1 | 5 | -3 | -14 | 8 | 0 | -1
COCCCNC(=O)c1cn(CCOC)c(=O)c2c1c1ccccc1n2C
  3 | 0.4 | -2 | 2 | -4 | -29 | 0 | 9 | 1 | -17
CCOc1ccccc1C(=O)NCC(=O)OCCCOC(=O)CNC(=O)c1ccccc1OCC
  -8 | -0.1 | 1 | 5 | 8 | -4 | 4 | 8 | -2 | -1
Cc1ccc(C(=O)O)cc1NCc1cccnc1
  -1 | -0.4 | -1 | -12 | 3 | 3 | 0 | 2 | 14 | 4
Cc1c(N2C(=O)C3C4C=CC(C5CC45)C3C2=O)c(=O)n(-c2ccccc2)n1C (stereo not drawn)
  2 | 0.0 | -2 | -3 | -4 | -5 | 0 | 4 | -6 | 2
COc1ccc(Cl)cc1NC(=O)CN(C)C(=O)c1sccc1-c1ccccc1
  0 | 0.8 | -1 | 2 | 1 | -5 | -15 | -6 | -8 | 4
O=C1CSC(c2cccc([N+](=O)[O-])c2)N1CCc1ccccc1 (stereo not drawn)
  2 | -0.3 | 1 | -1 | -6 | -9 | 3 | -1 | 1 | 1
CC(=O)Nc1ccc(NC(=O)CCc2ccc(C)o2)cc1
  4 | 0.5 | 1 | -3 | 1 | -3 | -3 | 1 | -2 | 0
Cc1ccc(C(=O)NCc2ccc3c(c2)OCO3)cc1
  -1 | -0.5 | 14 | -9 | 6 | 0 | -5 | 13 | 0 | -2
O=S(=O)(Cc1ccc(Cl)cc1)NCc1ccc2c(c1)OCO2
  -3 | 0.8 | 4 | -4 | 0 | -1 | 13 | 3 | -8 | 4
CCOC(=O)C1=C(COC(=O)c2cccc(Cl)c2)NC(=O)NC1C (stereo not drawn)
  2 | 0.4 | 1 | -16 | -2 | -9 | 4 | -3 | 0 | -2
COCCNc1nc(NCc2cccc(OC)c2)c2sccc2n1
  0 | 0.6 | 1 | 3 | -2 | 1 | 2 | -4 | -10 | 0
O=c1cc(CSc2nc(NCc3ccc(Cl)cc3)c3ccccc3n2)nc2ccc(Cl)cn12
  15 | -0.3 | 2 | 1 | 4 | -11 | -13 | -6 | 3 | -2
O=C(Cc1c(F)cccc1Cl)Nc1cccnc1
  6 | -0.1 | 0 | -24 | 7 | 3 | -1 | 9 | 1 | -2
CCSc1nnc(NC(=O)CCNC(=O)c2ccccc2Cl)s1
  0 | -0.4 | 1 | -6 | -2 | -3 | -8 | 4 | -3 | 0
